UBC13 inh – blocks human UBC13 polyubiquitin chain formation | TR-FRET | P61088 | hit rate 0.47% among 330,000 | AID 485273 | inhibition, % at 20 µM; in the data active = inhibition above about 45%, passing the limit was not always enough
Target sequence (P61088 whole entry, looked up): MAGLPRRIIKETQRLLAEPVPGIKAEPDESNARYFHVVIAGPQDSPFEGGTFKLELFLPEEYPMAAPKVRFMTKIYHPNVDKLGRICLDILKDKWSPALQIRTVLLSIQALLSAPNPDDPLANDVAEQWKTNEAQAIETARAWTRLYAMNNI
Jurkat NFkB inh – lowers PMA/ionomycin-induced NF-kB signal in Jurkat cells; PMA/ionomycin-induced NF-kB luciferase reporter, luminescence; inhibition, % at 4 µM; hit rate 0.53% among 330,000; AID 435003; in the data active = inhibition above about 50%
697 NFkB inh – lowers PMA/ionomycin-induced NF-kB signal in 697 B cells. 697 B-cell NF-kB luciferase reporter, 16 h. inhibition, % at 4 µM. hit rate 0.33% among 330,000. AID 435022; in the data active = inhibition above about 35%
CXCR6 block – CXCR6 (human) receptor inhibition; CHO-K1 PathHunter CXCR6 beta-arrestin, luminescence; inhibition, % at 20 µM; hit rate 0.36% among 360,000; AID 602244; in the data active = inhibition above about 34%, passing the limit was not always enough;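 also: antagonist mode with CXCL16 agonist at 10 nM final; 0% = 10 nM CXCL16 with DMSO and 100% = unstimulated wells without agonist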
EBI2 antag – antagonists of human EBI2 receptor. P32249. EBI2 beta-arrestin recruitment, luminescence, 7a,25-OHC stimulated. inhibition, % at 5 µM. hit rate 0.81% among 360,000. AID 651636; in the data active = inhibition above about 38%;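 also: enzyme fragment complementation signal reports receptor beta-arrestin coupling in cells; 0% = agonist plus DMSO wells and 100% = wells without agonist; some results beyond the cut were filed as inactive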
Target sequence (P32249 whole entry, looked up, the tested form may be a part): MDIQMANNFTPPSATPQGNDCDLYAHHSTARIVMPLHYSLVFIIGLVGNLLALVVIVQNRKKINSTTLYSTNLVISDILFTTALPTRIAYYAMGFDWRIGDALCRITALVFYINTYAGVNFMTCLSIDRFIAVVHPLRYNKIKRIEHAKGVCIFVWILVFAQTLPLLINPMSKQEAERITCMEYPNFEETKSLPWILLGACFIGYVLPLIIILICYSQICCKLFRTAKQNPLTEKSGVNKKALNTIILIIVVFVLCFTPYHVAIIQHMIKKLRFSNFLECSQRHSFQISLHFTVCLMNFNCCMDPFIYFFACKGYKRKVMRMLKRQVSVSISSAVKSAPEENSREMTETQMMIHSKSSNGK
Gli-Sufu block – blocks Gli-Sufu signaling in a luciferase reporter | Sufu-KO-LIGHT fibroblasts, Gli luciferase reporter luminescence | inhibition, % at 5 µM | hit rate 0.74% among 340,000 | AID 588413;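 active = inhibition above about 55%, limit read from the data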;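 also: 0% = DMSO-treated cells and 100% = wells with medium but no cells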
APJ antagonist – blocks the human apelin receptor APJ | P35414 | CHO-K1 APJ beta-arrestin complementation, luminescence | inhibition, % at 20 µM | hit rate 0.32% among 330,000;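 active = inhibition above about 40% at 20 µM, limit read from the data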;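 also: cells challenged with 10 nM apelin-13 agonist together with compound; plate controls were apelin-13 plus DMSO wells for no effect and DMSO wells lacking apelin-13 for full effect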
Target sequence (P35414 whole entry, looked up): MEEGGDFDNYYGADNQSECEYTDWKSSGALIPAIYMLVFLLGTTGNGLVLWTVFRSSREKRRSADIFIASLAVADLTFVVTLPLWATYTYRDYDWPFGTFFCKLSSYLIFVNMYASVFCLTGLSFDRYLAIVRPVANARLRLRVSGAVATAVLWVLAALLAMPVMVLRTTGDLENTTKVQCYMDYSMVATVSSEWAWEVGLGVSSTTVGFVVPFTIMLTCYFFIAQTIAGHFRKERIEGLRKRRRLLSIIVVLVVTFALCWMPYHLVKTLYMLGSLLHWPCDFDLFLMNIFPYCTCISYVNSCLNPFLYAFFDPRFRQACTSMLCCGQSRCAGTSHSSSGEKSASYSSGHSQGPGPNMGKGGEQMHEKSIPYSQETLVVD
CCR6 antagonist – antagonists of human CCR6 receptor. P51684. CHO-K1 CCR6 PathHunter beta-arrestin, luminescence, CCL20-stimulated. inhibition, % at 20 µM. hit rate 0.49% among 340,000. AID 493098;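 active = compounds whose inhibition of the agonist-driven luminescence signal at 20 µM reaches about 50%, limit read from the data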;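 also: cells stimulated with CCL20 at 14 nM final; plate controls were DMSO with CCL20 for no effect and DMSO without agonist for full effect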
Starred values were filed as active, the others as inactive; · = not tested or not shown.

SMILES	UBC13 inh	Jurkat NFkB inh	697 NFkB inh	CXCR6 block	EBI2 antag	Gli-Sufu block	APJ antagonist	CCR6 antagonist
N#Cc1ccc(C(=O)NCC(c2ccco2)N2CCCC2)cc1 (centres undefined)	4	-10	7	8	-3	0	1	-12
Cc1ccc(CC(=O)Nc2ncc([N+](=O)[O-])s2)cc1	4	-28	-39	7	-1	-53	24	6
Cc1ccc(N2C(=O)C3CC(c4ccccc4)=C4C5C=CC(C6C(=O)N(c7ccc(C)cc7)C(=O)C56)C4C3C2=O)cc1 (centres undefined)	1	-7	9	3	-3	-4	-5	6
CCC(=O)Nc1ccc(N2CCN(S(C)(=O)=O)CC2)cc1	8	-1	20	-8	-17	-1	-6	11
N#CC1=C(N)Nc2ncnn2C1c1ccccc1 (centres undefined)	-4	-13	-28	·	·	·	3	·
Cc1ccc(NC(=O)c2ccc(S(=O)(=O)N3CCOCC3)cc2)c(C)c1	3	15	15	-3	-10	-12	22	12
CCN1CCN(c2cc(C(C)(C)C)nc3c(-c4ccccc4)c(C)nn23)CC1	38	-11	6	-8	0	9	-26	3
CC(=O)Nc1ccc(C=NN=C2c3ccccc3-c3ccccc32)cc1	·	·	·	-1	25	-1	·	6
COc1ccc(NC(=O)CCCn2cc([N+](=O)[O-])cn2)cc1	8	-9	9	-8	-11	-14	2	-12
CNC(=S)N/N=C/c1ccc(OCc2ccccc2)c(Br)c1	0	-20	7	-6	-8	-2	1	10
CC1CCCCN1S(=O)(=O)c1cccc(S(=O)(=O)N2CCOCC2)c1 (centres undefined)	-2	0	2	-4	-13	8	1	8
Cc1sc2ncnc(NCc3cccs3)c2c1C	3	42	-25	-2	10	57*	16	9
S=C(Nc1ccccc1Cl)N1CCCCC1	-4	-8	-2	1	3	4	-9	8
Cc1ccc(C2C3=C(CC(C)(C)CC3=O)OC3=C2C(=O)CC(C)(C)C3)cc1	-3	-21	-8	-7	-3	-5	-3	8
CCN1CCN(CCCNC(=O)C2c3ccccc3C(=O)N(c3ccc(OC)cc3)C2c2ccc(OC)cc2)CC1 (centres undefined)	20	-2	10	-7	-3	-13	-2	2
COc1cccc2c(=O)n(CC(=O)NCCc3ccccc3)ccc12	22	-5	7	7	-3	12	21	15
Cc1cc(NC(=O)CSc2nnc(-c3ccncc3)n2C)n(-c2ccccc2)n1	2	3	4	-4	-6	5	15	3
O=C(Nc1ccc(F)cc1F)c1c(C(F)(F)F)ccnc1Oc1cccc(C(F)(F)F)c1	-2	1	-5	3	8	11	1	12
CCCNC(=O)CCc1cc(C(C)(C)C)c(O)c(C(C)(C)C)c1	0	-10	2	-1	8	1	10	14
O=C(CN1/C(=C(/O)c2ccccc2)C(=O)c2ccccc2S1(=O)=O)c1ccccc1	-14	-22	-12	5	-3	1	2	20
CC(C)(C)CC(=O)Nc1nnc(SCC(=O)NCc2cccs2)s1	11	6	15	-8	-5	-9	16	-15
CC(OC(=O)CNC(=O)c1ccc(Cl)cc1)C(=O)NC1CCCCC1C (centres undefined)	-6	-7	-14	3	-5	4	-1	13
COC(=O)c1ccc(COC(=O)c2ccccn2)cc1	4	-13	-11	1	-3	0	5	0
c1csc(-c2nnc(N3CCCCCC3)c3ccccc23)c1	-6	-21	-22	-4	-6	46	9	17
C/C(N)=C(/C#N)C(=O)COc1ccc(Cl)cc1Cl	2	-1	-8	-2	-1	-3	6	-5
O=C(COc1ccc(Br)cc1)N(CCO)CCO	2	0	11	3	4	-9	-16	9
COC(=O)Nc1ccc(S(=O)(=O)n2cnc3ccccc32)cc1	6	4	18	-6	-5	-3	-6	-8
Nc1nc(Cl)nc(N(c2ccccc2)c2ccccc2)n1	4	-2	10	1	-11	-9	-4	19
CCN(CC)CCn1c(=S)[nH]c2ccc(Cl)cc2c1=O	18	-4	2	-3	1	6	-11	6
O=C(COc1ncnc2ccccc12)c1ccc2c(c1)OCCO2	-1	-121	-100	-6	7	-3	-7	9
COc1ccccc1N1CCN(C(=O)c2ccc3[nH]c4c(c3c2)CC(C)CC4)CC1 (centres undefined)	11	-8	0	3	26	4	-16	-4
CCOc1ccc(-c2nnc(N3CCOCC3)c3ccccc23)cc1	-4	-17	9	-2	0	4	5	9
Cc1cc(NC(=O)CN2C(=O)NC(CC(C)C)C2=O)no1 (centres undefined)	-1	7	-2	-4	2	0	-11	3
CCCC(CCC)c1nnc(NC(=O)c2ccco2)s1	-12	-4	-32	2	0	-20	7	8
Cc1cccc(NC(=O)C2CCN(S(=O)(=O)c3ccc4ccccc4c3)CC2)n1	-7	4	-5	-11	8	-12	-25	20
CCOC(=O)C1=CN(Cc2cccc(Br)c2)S(=O)(=O)N(CC)C1C (centres undefined)	·	·	3	8	9	-6	·	22
COc1cc(/C=C/c2nc(-c3ccccc3O)n[nH]2)cc(OC)c1OC	18	-23	-1	-4	29	-9	-9	-12
COc1ccccc1N1CCN(C2CCCN(C(=O)CN3CCCC3=O)C2)CC1 (centres undefined)	2	6	9	1	3	8	12	7
CCCc1n[nH]c2c1/C(=N/O)CC(c1ccccc1)C2 (centres undefined)	4	-9	7	2	6	-6	3	10
Cc1ccc(OCC(O)CN2C(=O)NC(C)(C)C2=O)c(C)c1 (centres undefined)	10	-5	1	1	-11	-13	5	16
FC(F)(F)c1nnc2ccc(N3CCCC3)nn12	-2	0	-9	-11	-11	5	6	23
Cc1ccccc1NC(=O)/C(C#N)=C/c1ccsc1	-8	8	-1	0	-20	4	-5	4
COc1cccc(OC)c1-c1nnc(-c2cn(C)c3ccccc23)o1	7	8	5	3	6	1	3	-1
C/C(=N\NC(=O)C(c1ccncc1)N1CCOCC1)c1ccc(Br)cc1 (centres undefined)	-1	-5	-3	-7	-8	-3	0	-2
COc1ccc(CCn2c(N)cc(=O)[nH]c2=S)cc1OC	-4	1	-22	9	0	-10	1	15
O=C(O)c1ccc(COc2ccc3ccccc3c2/C=C2/NC(=O)N(Cc3ccc(F)cc3)C2=O)cc1	·	·	·	3	0	-7	·	7
CC(C)c1ccc(OCC(=O)NNC(=S)NC(=O)c2ccco2)c(Br)c1	-21	-4	2	36	4	-5	28	48
COCCNC(=O)C(=O)NCCN1CCOCC1	-5	-3	14	-16	3	9	-15	-8
Cc1cc(=O)n2c(C)n[nH]c2n1	1	17	19	-4	7	-7	5	-15
CCN(CC)S(=O)(=O)c1ccc(N2CCN(c3ccccc3O)CC2)nc1	1	16	-24	-9	9	6	-5	11

Continuation:
SMILES	UBC13 inh	Jurkat NFkB inh	697 NFkB inh	CXCR6 block	EBI2 antag	Gli-Sufu block	APJ antagonist	CCR6 antagonist
O=C1NC(Cc2ccc(O)cc2)c2nc3cc(F)ccc3c(=O)n2-c2cc(Cl)ccc21 (centres undefined)	7	-7	1	·	·	·	4	·
COC(=O)Cc1c(C)c2ccc(OC(C)C)cc2oc1=O	11	-71	-90	3	4	-60	-2	10
CCCCC(=O)N/N=C(\C)c1cccc(NC(=O)C2CC2)c1	-2	2	25	5	-15	28	-2	9
CC1=C(C(=O)Nc2ccccc2)C(c2ccc(O)cc2)N2C(=O)CSC2=N1 (centres undefined)	-3	-6	20	-2	-1	-8	17	-20
O=C(Nc1ccccc1)C1C2CCCCC21 (centres undefined)	3	-10	-11	0	-8	0	0	21
COc1ccc(C2CC(c3ccc(Cl)cc3)=NN2C(=O)c2cccc([N+](=O)[O-])c2)cc1 (centres undefined)	5	-15	-3	7	25	1	15	6
CCOc1ccc(C(=O)NCC(=O)N2CCCCCCC2)cc1	0	6	8	5	6	-4	9	5
COc1ccc(NC(=O)C2CCCN(c3cnccn3)C2)cc1 (centres undefined)	0	-4	12	-2	4	1	7	-3
CC(CC(=O)OCC(=O)NC1CCS(=O)(=O)C1)c1ccccc1 (centres undefined)	6	19	13	1	1	7	5	3
O=C(CN(Cc1ccc(F)cc1)C(=O)CCC(=O)Nc1ccccn1)NCc1ccc(F)cc1	-1	-50	-9	5	10	2	9	33
COc1cc(C(C(=O)NC(C)(C)C)N(Cc2ccc3c(c2)OCO3)C(=O)c2cnccn2)cc(OC)c1OC (centres undefined)	-5	19	12	0	-7	-14	7	7
O=C(CSc1ccc(-c2ccccn2)nn1)Nc1ccc(F)cc1F	-7	9	7	8	-5	-8	-4	6
C=CCN1C(=O)C2C3C=CC(C2C1=O)C1C2C(=O)N(CC=C)C(=O)C2C31 (centres undefined)	-2	-2	7	5	1	-18	-8	15
O=C(O)/C=C/C(=O)N1Cc2cc3ccccc3nc2C1	5	9	6	1	-20	-10	6	0
CCOC(=O)N1CCN(C(=O)C2CC(=O)N(c3ccccc3)C2)CC1 (centres undefined)	-2	-2	-14	-7	-6	-7	8	4
O=C1CCC([N+](=O)[O-])C(c2ccccc2C(F)(F)F)N1 (centres undefined)	-7	11	6	0	-13	-1	-7	12
Cn1c(CSCc2ccc(Cl)cc2)n[nH]c1=S	3	3	1	-5	0	-3	-7	22

Rewritten in markdown: part of the list above.
| canonical_smiles | UBC13 inh | Jurkat NFkB inh | 697 NFkB inh | CXCR6 block | EBI2 antag | Gli-Sufu block | APJ antagonist | CCR6 antagonist |
| --- | --- | --- | --- | --- | --- | --- | --- | --- |
| CC1=C(C(=O)Nc2ccccc2)C(c2ccc(O)cc2)N2C(=O)CSC2=N1 (centres undefined) | -3 | -6 | 20 | -2 | -1 | -8 | 17 | -20 |
| O=C(Nc1ccccc1)C1C2CCCCC21 (centres undefined) | 3 | -10 | -11 | 0 | -8 | 0 | 0 | 21 |
| COc1ccc(C2CC(c3ccc(Cl)cc3)=NN2C(=O)c2cccc([N+](=O)[O-])c2)cc1 (centres undefined) | 5 | -15 | -3 | 7 | 25 | 1 | 15 | 6 |
| CCOc1ccc(C(=O)NCC(=O)N2CCCCCCC2)cc1 | 0 | 6 | 8 | 5 | 6 | -4 | 9 | 5 |
| COc1ccc(NC(=O)C2CCCN(c3cnccn3)C2)cc1 (centres undefined) | 0 | -4 | 12 | -2 | 4 | 1 | 7 | -3 |
| CC(CC(=O)OCC(=O)NC1CCS(=O)(=O)C1)c1ccccc1 (centres undefined) | 6 | 19 | 13 | 1 | 1 | 7 | 5 | 3 |
| O=C(CN(Cc1ccc(F)cc1)C(=O)CCC(=O)Nc1ccccn1)NCc1ccc(F)cc1 | -1 | -50 | -9 | 5 | 10 | 2 | 9 | 33 |
| COc1cc(C(C(=O)NC(C)(C)C)N(Cc2ccc3c(c2)OCO3)C(=O)c2cnccn2)cc(OC)c1OC (centres undefined) | -5 | 19 | 12 | 0 | -7 | -14 | 7 | 7 |
| O=C(CSc1ccc(-c2ccccn2)nn1)Nc1ccc(F)cc1F | -7 | 9 | 7 | 8 | -5 | -8 | -4 | 6 |
| C=CCN1C(=O)C2C3C=CC(C2C1=O)C1C2C(=O)N(CC=C)C(=O)C2C31 (centres undefined) | -2 | -2 | 7 | 5 | 1 | -18 | -8 | 15 |
| O=C(O)/C=C/C(=O)N1Cc2cc3ccccc3nc2C1 | 5 | 9 | 6 | 1 | -20 | -10 | 6 | 0 |
| CCOC(=O)N1CCN(C(=O)C2CC(=O)N(c3ccccc3)C2)CC1 (centres undefined) | -2 | -2 | -14 | -7 | -6 | -7 | 8 | 4 |
| O=C1CCC([N+](=O)[O-])C(c2ccccc2C(F)(F)F)N1 (centres undefined) | -7 | 11 | 6 | 0 | -13 | -1 | -7 | 12 |
| Cn1c(CSCc2ccc(Cl)cc2)n[nH]c1=S | 3 | 3 | 1 | -5 | 0 | -3 | -7 | 22 |

High-throughput results: PubChem, Sanford-Burnham Center for Chemical Genomics
